West Nile antiviral = West Nile virus antiviral activity, cell-based, CPE readout (AID 1621); West Nile virus-infected cells, CPE inhibition; higher % means a stronger effect; CPE inhibition, % at 10 µM, or IC50 in µM where a hit was titrated; 0.02% of 290,000 active; in the data active = a potency from the dose series; note: strong numbers were not always called active
PhoP inhibition = inhibitors of PhoP regulon expression, primary screen, Salmonella Typhimurium, GFP reporter (AID 1863); S. Typhimurium PhoP-regulated promoter GFP reporter, 4 h; higher % means a stronger effect; one-dose inhibition, % at 50 µM; IC50 in µM for titrated hits; 0.16% of 300,000 active;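 active = inhibition over 29.93%, a cutoff 3 SD above the screen mean, later confirmed by dose response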;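 note: 0% = low Mg2+ inducing control and 100% = high Mg2+ repressing control; strong numbers were not always called active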
Dengue-2 NS5 capping = flavivirus cap methylation enzyme inhibition – biochemical, confirmation dose response, primary screen (AID 588689); Dengue-2 NS5 methyltransferase capping enzyme assay, biochemical; higher % means a stronger effect; one-dose inhibition, % at 25 µM; IC50 in µM for titrated hits; 0.3% of 340,000 active; in the data active = a potency from the dose series
T cell modulator = T cell immune modulators affecting CD8 T cell-vesicle binding; calls only at 7 µM; 0.068% of 330,000 active; 2C CD8+ T cell-vesicle binding, flow cytometry; active compounds read low;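 active = response, share of CD8 T cells binding vesicles, and their 90th percentile fluorescence all below set limits, cut at about 80% in these data, passing the limit was not always enough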
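System: murine 2C transgenic CD8+ T lymphocytes; also added: QL9-loaded Drosophila micro-vesicles; times: binding 1.5 h at 37 °C; measured by: flow cytometry, PE anti-B7-1 (FL2) versus Alexa647 anti-CD8 (FL8), PFA-fixed; control set: Peptide-free naked vesicles (low) and QL9 vesicles with 0.7% DMSO vehicle (high)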
NTR1 agonist = NTR1-driven beta-arrestin-GFP spot formation – imaging, U2OS cells, high content, primary screen (AID 493036) | P30989 | agonist mode | activation, % at 20 µM | 0.17% of 330,000 active;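 active = activation at or above 40% of the spot to cytoplasm intensity ratio, with at least 20 cells analyzed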;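 note: 0% = DMSO without peptide and 100% = 100 nM NTR1 peptide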
Target sequence (P30989 whole entry, looked up): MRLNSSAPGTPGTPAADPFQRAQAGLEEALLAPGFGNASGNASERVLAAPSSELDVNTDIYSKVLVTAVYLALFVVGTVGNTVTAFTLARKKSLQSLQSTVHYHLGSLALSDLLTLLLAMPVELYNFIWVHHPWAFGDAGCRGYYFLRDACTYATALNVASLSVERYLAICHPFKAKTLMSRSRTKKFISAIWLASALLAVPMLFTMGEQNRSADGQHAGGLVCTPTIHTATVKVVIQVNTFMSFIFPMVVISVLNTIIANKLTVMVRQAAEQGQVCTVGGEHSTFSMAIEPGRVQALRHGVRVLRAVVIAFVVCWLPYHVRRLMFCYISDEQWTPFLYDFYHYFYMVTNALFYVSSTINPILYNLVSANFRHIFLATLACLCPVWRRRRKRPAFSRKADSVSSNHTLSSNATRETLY
K1F lysis inhibition = inhibition of K1F phage lysis, E. coli UTI89, bacterial capsule biogenesis inhibitors, alamar blue (AID 488966); E. coli UTI89 K1F phage lysis, alamar blue, 2 h; higher % means a stronger effect; inhibition, % at 100 µM, or IC50 in µM where a hit was titrated; 0.02% of 340,000 active;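 active = phage lysis inhibition, versus mean bacterial control, above a set limit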;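 note: capsule biogenesis inhibitors block K1F phage lysis so surviving cells raise fluorescence; higher fluorescence means more inhibition of phage lysis; actives were called in the ten point dose series up to 300 µM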
Rac1 GTP hydrolysis = MgcRacGAP GTPase-activating activity inhibitors, confirmation, biochemical, ADP Hunter fluorescence; MgcRacGAP-stimulated Rac1 GTP hydrolysis, ADP Hunter fluorescence; higher % means a stronger effect; GST-tagged Rac1 F28L mutant substrate; one-dose inhibition, % at 30 µM; IC50 in µM for titrated hits; 0.6% of 340,000 active; AID 624330;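 active = first-screen hits whose inhibition reached a set limit at any dose in the follow-up dose series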;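 note: fluorescence reports GDP produced by GAP-driven GTP hydrolysis; strong numbers were not always called active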
RSV CPE inhibition = RSV antiviral activity via CPE protection, HEp-2 cells, primary 10 µM value included (AID 2391); one-dose CPE inhibition, % at 10 µM; IC50 in µM for titrated hits; HEp-2 cells, RSV-induced CPE inhibition; higher % means a stronger effect; 0.13% of 310,000 active; in the data active = a potency from the dose series; note: strong numbers were not always called active
Large T inhibition = TAg ATPase/helicase activity blockers – biochemical (AID 1903); 0.39% of 310,000 active; SV40 large T antigen ATPase/helicase inhibition assay; higher % means a stronger effect; inhibition, % at 20 µM; hits with a dose series show IC50 in µM; in the data active = a potency from the dose series; note: strong numbers were not always called active
T cell modulator vesicle-bound % = also measured in T cell modulator; calls as there; double positive events, %; measured here: CD8+ vesicle-bound cell fraction;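 binding gate set so that unloaded-vesicle control wells show 10% double positive cells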
NTR1 agonist cell count 20 µM = further read-out of NTR1 agonist, marked with its call; cell count; measured here: cell count, cytotoxicity flag
An asterisk follows results filed as active; i = inactive; · = no result given; [ ] = remark or other dose.

SMILES	West Nile antiviral	PhoP inhibition	Dengue-2 NS5 capping	T cell modulator	T cell modulator vesicle-bound %	NTR1 agonist	NTR1 agonist cell count 20 µM	K1F lysis inhibition	Rac1 GTP hydrolysis	RSV CPE inhibition	Large T inhibition
c1cncc(-c2cnc3ccccc3c2)c1	·	·	-1%	i	40	-2.4	58	0.8%	8%	0.3%	·
CCN1CCN(C(c2cccnc2)c2cc(Cl)c3cccnc3c2O)CC1 (stereo not given)	0.8%	79µM*	16%	i	25	9.4	93	-0.1%	4%	5.2%	25%
CC(C)(C)C(=O)N1CCN(c2ccc(Cl)cc2[N+](=O)[O-])CC1	-1.4%	2%	-9%	i	35	0.2	87	0.1%	0%	-0.9%	16%
CCn1c(C)c(C(C)=O)c(N2CCC(C(N)=O)CC2)nc1=S	-0.2%	4%	1%	i	23	-0.5	40	4.0%	3%	0.3%	10%
O=C(CSc1cccc(C(F)(F)F)c1)Nc1nnc(C2CC2)s1	·	·	-2%	i	31	-0.6	54	1.1%[50 µM]	5%	·	·
Cc1cc(-c2nnc(SCCC(=O)Nc3ccccc3)o2)no1	0.0%	-4%	-6%	i	64	1.5	50	-0.1%	8%	4.3%	12%
COc1ccc(OC)c(/C=N/NC(=O)C(=O)N2CCCCCC2)c1	-0.1%	1%	-10%	i	21	0.7	61	0.0%	6%	0.9%	19%
ON1C2CCCCC2N(O)C1c1ccccc1C(F)(F)F (stereo not given)	-0.2%	2%	-1%	i	14	1.2	40	0.3%	11%	4.0%	10%
COc1cccc(C(=O)N2CCN(C(=O)C3COc4ccccc4O3)CC2)c1 (stereo not given)	-0.5%	1%	-4%	i	24	-0.5	60	0.1%	11%	16%	6%
CC(C)(C)[C@H]1C=C(C(=O)NCc2nc3ccccc3[nH]2)O[C@@H](OCCCCO)C1	-0.1%	-7%	-1%	·	·	0.3	60	0.1%	2%	0.2%	1%
O=C(NCc1cccnc1)Nc1ccc(Cl)cc1Cl	0.1%	9%	-3%	i	61	-1.3	42	0.1%	4%	2.1%	1%
CCOCCCNC(=O)C1CCCN(S(=O)(=O)c2cccc3nsnc23)C1 (stereo not given)	-0.5%	10%	0%	i	15	-0.6	56	0.4%	8%	-0.2%	-1%
COc1ccc(Cl)cc1NC(=O)c1nnn(CC(=O)Nc2cc(C)cc(C)c2)c1N	13%	3%	-11%	i	9	0.3	64	0.5%	9%	3.2%	6%
Cc1ccc(S(=O)(=O)N2CCC(C(=O)NNC(=O)c3ccccc3O)CC2)cc1C	·	6%	1%	i	50	-0.1	59	1.3%[50 µM]	9%	-1.3%	7%
CCOC(=O)C(NC(=O)CC)(Nc1ccc(S(=O)(=O)Nc2ncccn2)cc1)C(F)(F)F (stereo not given)	0.1%	-20%	5%	i	48	1.0	87	0.0%	1%	-0.2%	12%

Some of the entries above, reformatted.
structure,West Nile antiviral,PhoP inhibition,Dengue-2 NS5 capping,T cell modulator,T cell modulator vesicle-bound %,NTR1 agonist,NTR1 agonist cell count 20 µM,K1F lysis inhibition,Rac1 GTP hydrolysis,RSV CPE inhibition,Large T inhibition
CCN1CCN(C(c2cccnc2)c2cc(Cl)c3cccnc3c2O)CC1 (stereo not given),0.8%,79µM*,16%,i,25,9.4,93,-0.1%,4%,5.2%,25%
CCOCCCNC(=O)C1CCCN(S(=O)(=O)c2cccc3nsnc23)C1 (stereo not given),-0.5%,10%,0%,i,15,-0.6,56,0.4%,8%,-0.2%,-1%
c1cncc(-c2cnc3ccccc3c2)c1,·,·,-1%,i,40,-2.4,58,0.8%,8%,0.3%,·
ON1C2CCCCC2N(O)C1c1ccccc1C(F)(F)F (stereo not given),-0.2%,2%,-1%,i,14,1.2,40,0.3%,11%,4.0%,10%
O=C(CSc1cccc(C(F)(F)F)c1)Nc1nnc(C2CC2)s1,·,·,-2%,i,31,-0.6,54,1.1%[50 µM],5%,·,·
COc1ccc(OC)c(/C=N/NC(=O)C(=O)N2CCCCCC2)c1,-0.1%,1%,-10%,i,21,0.7,61,0.0%,6%,0.9%,19%

Some values from the results shown.
Cc1ccc(S(=O)(=O)N2CCC(C(=O)NNC(=O)c3ccccc3O)CC2)cc1C – NTR1 agonist cell count 20 µM = 59
COc1ccc(Cl)cc1NC(=O)c1nnn(CC(=O)Nc2cc(C)cc(C)c2)c1N – RSV CPE inhibition = 3.2%

(list continues)
SMILES	West Nile antiviral	PhoP inhibition	Dengue-2 NS5 capping	T cell modulator	T cell modulator vesicle-bound %	NTR1 agonist	NTR1 agonist cell count 20 µM	K1F lysis inhibition	Rac1 GTP hydrolysis	RSV CPE inhibition	Large T inhibition
Cc1ccc(S(=O)(=O)NN)c(C)c1N1CCCC1=O	0.2%	-18%	-10%	i	52	-0.4	52	0.3%[50 µM]	3%	0.0%	16%
CC(C)c1ccc(OCC(=O)NC(Cc2c[nH]c3ccccc23)C(=O)O)cc1 (stereo not given)	-0.2%	-9%	·	i	41	2.2	27	-0.5%	-7%	3.0%	22%
COC(=O)C(CCSC)NC(=O)/C=C/c1ccc(OC)cc1 (stereo not given)	-0.1%	-2%	-8%	i	24	-1.0	45	0.0%	5%	1.7%	2%
C=CCn1c2ccccc2c2nnc(SCCN3CCOCC3)nc21	-1.1%	-1%	-5%	i	58	1.0	58	-2.0%	9%	2.5%	10%
CC(=O)c1ccc(NC(=O)c2noc3c2CCCCC3)cc1	·	2%	1%	i	53	1.4	69	0.8%	7%	3.1%	-4%
COc1ccc(C(=O)N(C)C2CCCCC2)cc1OC1CCN(C(C)C)CC1	0.5%	7%	1%	i	41	-0.7	51	0.2%	9%	-1.1%	29%
Cc1csc(-c2cnn(-c3ccccc3)c2NC(=O)c2ccccc2)n1	1.7%	7%	-5%	i	41	-1.7	82	-0.3%	0%	0.3%	20%
CC(=O)Nc1ccc(C(=O)COC(=O)C2CC2C)c(F)c1 (stereo not given)	·	·	-8%	·	·	1.3	61	1.7%[50 µM]	7%	·	·
COc1ccc(C(=O)NC2CC3CCCC(C2)N3CC(C)C)cc1OC (stereo not given)	0.0%	-9%	-4%	i	6	-1.3	78	0.1%	9%	0.7%	8%
CCOC(=O)c1c(N)sc(C(=O)N2CCOCC2)c1C	0.5%	-16%	-4%	i	49	-1.4	61	0.7%	9%	-0.1%	7%
CC(=O)c1c(C)[nH]c(C(=O)Nc2nc(-c3ccccc3)c(C)s2)c1C	1.2%	-9%	0%	i	41	26	63	1.2%	7%	9.9%	13%
N#Cc1ccc(N2CCN(C(=O)c3cccs3)CC2)c(F)c1	-1.0%	0%	0%	i	54	-0.3	70	0.0%	12%	-0.6%	5%
Cc1ccc(NC(=S)N2CCN(C(=O)c3ccccc3)CC2)c(C)c1	-0.8%	-4%	-6%	i	26	1.2	48	-0.2%	6%	1.5%	8%
CCN(CC)c1ccc(NC(=O)CN2CCN(CC(=O)Nc3ccc(F)cc3)CC2)cc1	0.1%	-2%	23%	i	26	-0.8	65	-0.2%	16%	1.5%	27%
CCOC(=O)COc1c(-c2ccc(OC)cc2)oc2ccccc2c1=O	·	5%	-2%	i	25	1.1	64	2.0%	1%	3.4%	24%
S=c1[nH]nc(Cn2nnc3ccccc32)n1-c1ccc(Cl)cc1	0.4%	6%	2%	i	20	0.0	30	0.3%	6%	0.2%	3%
O=C(COc1ccccc1)Nc1sc2c(c1C(=O)NCc1cccnc1)CCCC2	0.1%	-4%	-5%	i	25	3.7	67	0.3%	1%	-0.8%	4%
COc1cccc2c(=O)n(CC(=O)Nc3ccc(F)cc3F)ccc12	-0.4%	2%	0%	i	40	-2.3	56	-0.2%	5%	0.2%	2%
CN(CC(=O)Nc1cccc(F)c1)C(=O)c1ccc2c(c1)NC(=O)CS2	·	·	-5%	i	46	-1.1	65	0.4%[50 µM]	7%	0.9%	·
Cc1cc(C)cc(NC(=S)NC2CC3CCCC(C2)N3CC(C)C)c1 (stereo not given)	-0.9%	-4%	-13%	i	17	2.8	42	-0.5%	7%	-0.8%	7%
O=C(Nc1ccc(-c2nc3cccnc3s2)cc1)c1cccnc1Cl	0.0%	11%	2%	i	47	0.3	47	0.1%	10%	0.3%	3%
COCCCN1CN(Cc2ccco2)CNC1=S	0.4%	-3%	·	i	38	0.2	57	·	·	1.9%	12%
Cc1ccc(C)c(SCC(=O)OCC(=O)Nc2ccc(S(=O)(=O)N3CCOCC3)cc2)c1	-0.1%	26%	-1%	i	8	-1.4	50	-0.1%	8%	0.8%	3%
CCC(C)(C)NC(=O)C(c1ccccc1F)N(Cc1ccco1)C(=O)c1csnn1 (stereo not given)	-0.3%	-3%	-6%	i	21	-0.2	80	0.1%	4%	-0.5%	2%
Cc1c(NC(=O)c2c(O)c3ccccc3n(C)c2=O)c(=O)n(-c2ccccc2)n1C	0.4%	-6%	1%	i	59	-0.1	49	-4.0%	-4%	1.4%	-15%
Cc1oc(-c2ccccc2)cc1C(=O)Nc1ccc2ccccc2c1	-0.4%	-7%	-8%	i	55	8.6	60	-0.3%	19%	1.3%	11%
Nc1nnc(CCS(=O)(=O)c2ccc(Br)cc2)s1	0.5%	3%	9%	i	23	-0.8	38	0.0%	4%	-0.6%	10%
Cc1cc(C)c(-c2c(O)c3cnn(-c4ccccc4)c3[nH]c2=O)c(C)c1	-0.5%	-6%	-1%	i	3	1.0	79	0.0%	8%	0.3%	23%
Cc1cc(OCC(=O)NNC(=O)c2cccc(F)c2)ccc1Cl	·	·	1%	i	24	0.3	73	0.4%[50 µM]	5%	0.5%	·
